Screening data from PubChem.
Vif-APOBEC3G blk = inhibitors of Vif-APOBEC3G interaction; HeLa A3G-eYFP + Vif (tagged APOBEC3G with the HIV-1 protein that degrades it), YFP fluorescence, overnight; Q9HC16; Potency, µM (series often up to 46.1 µM), for inactives: at the highest dose activity, negative = active, most hits filed as inhibitors; actives 0.076% (n = 410,000);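 further: nearly all actives have a fitted effect of over 60% in size; hits raise eYFP signal because A3G escapes Vif-driven loss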
Target sequence (Q9HC16 whole entry, looked up): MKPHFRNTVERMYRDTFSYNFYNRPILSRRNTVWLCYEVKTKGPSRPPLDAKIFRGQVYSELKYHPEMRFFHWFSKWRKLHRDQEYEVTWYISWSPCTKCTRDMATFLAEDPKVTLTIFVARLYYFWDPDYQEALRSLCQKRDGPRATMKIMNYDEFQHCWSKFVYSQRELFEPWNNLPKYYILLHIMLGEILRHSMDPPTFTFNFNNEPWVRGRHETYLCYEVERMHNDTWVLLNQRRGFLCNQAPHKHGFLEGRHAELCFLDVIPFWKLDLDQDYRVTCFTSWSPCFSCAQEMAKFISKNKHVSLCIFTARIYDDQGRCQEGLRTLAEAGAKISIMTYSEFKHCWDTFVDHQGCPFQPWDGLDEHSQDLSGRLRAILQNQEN
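Read-out is eYFP fluorescence (Ex 488/Em 500-530) from Vif-expressing HeLa A3G-eYFP cells; more signal means A3G escaped Vif-mediated degradation. Cells plated overnight, compound pinned in, incubated overnight at 37 deg C.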
12-LOX inh = ALOX12 (human) lipoxygenase inhibition; purified 12hLO, xylenol orange hydroperoxide absorbance; actives 1.1% (n = 580,000); Potency, µM (doses to about 108 µM), inactives show at the top dose activity change, negative = inhibition, actives largely listed as inhibitors
Target sequence (P18054 whole entry, looked up): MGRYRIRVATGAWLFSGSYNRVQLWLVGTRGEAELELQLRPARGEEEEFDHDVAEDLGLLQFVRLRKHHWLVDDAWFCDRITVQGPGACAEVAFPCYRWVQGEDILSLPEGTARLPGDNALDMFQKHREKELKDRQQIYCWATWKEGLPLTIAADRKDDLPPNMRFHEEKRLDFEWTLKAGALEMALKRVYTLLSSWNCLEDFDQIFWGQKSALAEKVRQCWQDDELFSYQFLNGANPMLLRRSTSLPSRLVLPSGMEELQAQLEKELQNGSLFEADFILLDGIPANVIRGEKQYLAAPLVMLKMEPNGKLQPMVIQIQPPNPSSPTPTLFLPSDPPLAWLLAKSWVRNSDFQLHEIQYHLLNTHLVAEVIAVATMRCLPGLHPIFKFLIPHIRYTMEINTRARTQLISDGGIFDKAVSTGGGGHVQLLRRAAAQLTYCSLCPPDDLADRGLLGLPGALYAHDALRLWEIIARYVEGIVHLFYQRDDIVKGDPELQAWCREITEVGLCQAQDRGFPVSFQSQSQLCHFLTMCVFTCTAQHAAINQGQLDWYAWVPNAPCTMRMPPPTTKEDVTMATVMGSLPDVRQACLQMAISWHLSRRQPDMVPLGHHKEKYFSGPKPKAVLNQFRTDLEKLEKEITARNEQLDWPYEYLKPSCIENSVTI
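Purified human 12hLO (150 nM final) in 25 mM Hepes, 0.01% Triton X-100, pH 7.0 was preincubated 15 min at room temperature with compound. Then 40 uM arachidonic acid was added, 30 min. Hydroperoxide was read by Fe-XO absorbance ratio 573/405 nm.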
Active calls of the source: *; ? = inconclusive; [ ] = dose if it differs, or a comment. The call rests on the fitted dose curve; in most records, active means well fitted curve in the direction sought with a large enough effect; inconclusive means small, poorly fitted or top-dose-only effect, or another doubt; inactive means no such curve, though single readings can be large; an effect the other way counts as inactive or inconclusive. On the % scale 0 is the no-effect control and ±100 the full control effect; potency means the concentration at half of the fitted maximal effect.

Each structure is followed by: Vif-APOBEC3G blk, 12-LOX inh
1	Cc1cc(C)cc(C(O)c2ncc(-c3ccccc3C)[nH]2)c1 (configuration not stated)
    -3.4%, -0.8%
2	O=C(NCc1cccs1)c1ccc2sc(C3=C[C@@H](O)[C@@H](O)[C@@H](CO)O3)nc2c1
    0.0%, ?
3	CCN(CC)c1ncnc2c1ncn2[C@H]1CN(Cc2ccc3c(c2)OCO3)C[C@@H](CO)O1
    -5.4%, -3.6%
4	Clc1ccc2nc(C3CCCCC3)c(Cc3ccccc3)n2c1
    -0.9%, 0.0%
5	Cc1ccccc1S(=O)(=O)NC(=O)C1(C)CCN1C(=O)CC1CCCCC1 (configuration not stated)
    1.4%, -11.4%
6	COc1cccc(NC(=O)Nc2nnc([C@@H]3C[C@H](O)[C@@H](CO)O3)s2)c1
    -3.8%, 1.8%
7	Cn1c(NCCN2CCCC2)nc2cc(-c3ccsc3)sc2c1=O
    -3.9%, -6.1%
8	Cc1cc(F)ccc1-c1cc(C(=O)NCc2cccc(C(F)(F)F)c2)[nH]n1
    -4.1%, -6.3%
9	COc1ccccc1CCC(=O)Nc1ccc2c(c1)c(=O)n(C)n2-c1cccs1
    ?, -1.7%
10	CC(=O)Nc1ccc(-c2ccnc3c2CC(C)(C(=O)Nc2ccc(F)c(Cl)c2)O3)cc1 (configuration not stated)
    -6.0%, -11.6%
11	COCCNC(=O)C1CCCN(Cc2cccc(C(F)(F)F)c2)CC1 (configuration not stated)
    -2.9%, 12.6%
12	Nc1nc2c(nnn2C2CC(O)C(CO)O2)c(=O)[nH]1 (configuration not stated)
    -19.2%, -15.5%
13	O=C(Nc1cccc(C(F)(F)F)c1)c1ccc2sc([C@H]3C[C@H](O)[C@@H](CO)O3)nc2c1
    -1.7%, 10.7%
14	CCNC(=O)C1(C)CCN(C(=O)c2c(F)cccc2F)C1 (configuration not stated)
    -5.9%, -12.1%
15	CCCCNC(=O)C1(C)CCCCN1C(=O)c1cc2ccccc2s1 (configuration not stated)
    -6.4%, -0.1%
16	Cc1ccc(C(=O)Nc2nc(C(N)Cc3ccc(C(F)(F)F)cc3)cs2)cc1 (configuration not stated)
    -22.0%, 9.6%
17	Cc1cn([C@H]2C[C@H](O)[C@@H](/C=C/C(=O)NCc3ccco3)O2)c(=O)[nH]c1=O
    -0.4%, 6.2%
18	COc1ccc(C(c2nnnn2-c2c(C)cccc2C)N2CCN(C/C=C/c3ccccc3)CC2)cc1 (configuration not stated)
    0.4%, ?
19	CCCC(=O)N1CCC1(C)C(=O)Nc1cc(OC)c(OC)c(OC)c1 (configuration not stated)
    1.2%, -1.9%
20	Cc1cccc(C)c1NC(=O)Nc1nnc([C@H]2C[C@H](O)[C@@H](CO)O2)s1
    2.4%, -13.8%

Overlap with the part before: five compounds, then new ones.
Each structure is followed by: Vif-APOBEC3G blk, 12-LOX inh
16	Cc1ccc(C(=O)Nc2nc(C(N)Cc3ccc(C(F)(F)F)cc3)cs2)cc1 (configuration not stated)
    -22.0%, 9.6%
17	Cc1cn([C@H]2C[C@H](O)[C@@H](/C=C/C(=O)NCc3ccco3)O2)c(=O)[nH]c1=O
    -0.4%, 6.2%
18	COc1ccc(C(c2nnnn2-c2c(C)cccc2C)N2CCN(C/C=C/c3ccccc3)CC2)cc1 (configuration not stated)
    0.4%, ?
19	CCCC(=O)N1CCC1(C)C(=O)Nc1cc(OC)c(OC)c(OC)c1 (configuration not stated)
    1.2%, -1.9%
20	Cc1cccc(C)c1NC(=O)Nc1nnc([C@H]2C[C@H](O)[C@@H](CO)O2)s1
    2.4%, -13.8%
21	CCOC1=C2[C@@H](CN(S(=O)(=O)c3ccc(C)cc3)[C@H]2c2ccccc2F)[C@H]2C(=O)N(c3ccccc3)C(=O)[C@H]2C1
    -2.4%, 22.4%
22	COc1ccc(C(O)c2ncc(-c3cccc(F)c3)[nH]2)cc1F (configuration not stated)
    -6.3%, 7.3%
23	O=C(OCc1ccccc1)N1CCC2CC1c1ccc(N3CCN(Cc4ccc5c(c4)OCO5)CC3)cc12 (configuration not stated)
    2.1%, ?
24	COc1ccc(CN2CCC(C(=O)NC(c3ccc4c(c3)OCO4)c3ccccn3)CC2)cc1 (configuration not stated)
    0.0%, -4.5%
25	O=C(Nc1cccc2c(=O)[nH][nH]c(=O)c12)c1ccc([N+](=O)[O-])cc1
    -4.6%, -12.4%
26	O=C(Nc1c(-c2ccccc2)[nH][nH]c1=O)c1ccc(Br)cc1
    -2.8%, ?
27	CCCOc1ccc(F)cc1-c1cc(C(=O)NCc2cc(OC)cc(OC)c2)[nH]n1
    0.2%, 0.8%
28	CCNC(=O)C1(C)CCCN1Cc1ccccc1Cl (configuration not stated)
    2.5%, -0.5%
29	Brc1ccc2nc(C3CCCCC3)c(Cc3ccccc3)n2c1
    -9.9%, -29.7%
30	COc1ccc(NC(=O)c2cc(C3CCCCN3S(=O)(=O)c3cn(C)cn3)on2)c(C)c1 (configuration not stated)
    0.1%, -47.6%
31	CCCNC(=O)C1(C)CCN(CCS(=O)(=O)c2ccc(C)cc2)C1 (configuration not stated)
    -0.5%, 4.4%
32	COc1ccccc1COc1cccn2c(N(C)C(=O)CCC3CCCC3)c(C)nc12
    -8.0%, ?
33	CC(C)Oc1ccc(CN2CCC2(C)C(=O)Nc2cccc3cccnc23)cc1 (configuration not stated)
    -3.1%, 30.2%[activator]
34	CC(=NOC(=O)C1CCCCC1)c1nccs1
    0.3%, 5.1%
35	CCCCNC(=O)C1(C)CCCCN1C(=O)c1ccc(F)c(C)c1 (configuration not stated)
    1.9%, 4.7%
36	CC1(c2nc3ccccc3[nH]2)CCC(=O)N1Cc1cccs1 (configuration not stated)
    -1.7%, -1.4%
37	COc1ccc(NC(=O)C2(C)CCN2CC2CCCCC2)cc1OC (configuration not stated)
    -0.7%, 25.7%
38	O=C(Nc1ccc(Oc2ccccc2)cc1)c1ccc2sc([C@H]3C[C@H](O)[C@@H](CO)O3)nc2c1
    -5.8%, -27.0%
39	CC1(C(=O)NCc2ccccc2Br)CCN1Cc1csc2ccccc12 (configuration not stated)
    -7.5%, -2.5%
40	CNc1ccc(-c2cccc(C(C)=O)c2)cn1
    -3.9%, -2.0%
41	COc1ccc(C(C)(O)c2nc(-c3ccccc3)cs2)cc1 (configuration not stated)
    ?, ?
42	COc1cc(NCC2COc3c(ccc(OC)c3OC)C2=O)c([N+](=O)[O-])cc1OC (configuration not stated)
    -2.0%, -18.5%
43	COC(=O)c1ccc(Cn2c(C)c(C(=O)NCc3cccs3)sc2=O)o1
    -5.1%, ?
44	O=c1[nH]cnc2c1ncn2C1OC(CO)CC1F (configuration not stated)
    -1.2%, -5.1%
45	CC1(C(=O)Nc2ccccc2F)CCN1C(=O)Cc1ccc(-c2ccccc2)cc1 (configuration not stated)
    3.0%, ?
46	COc1cccc(C(NC(C)=O)c2nc(-c3ccc(OC)nc3)cs2)c1 (configuration not stated)
    -3.7%, 17.8%
47	COc1cccc(NC(=O)C2(C)CCN2C(C)C)c1OC (configuration not stated)
    1.6%, 2.6%
48	CC(=O)c1cccc(-c2cnc3c(NC=O)cc(-c4ccccc4)cn23)c1
    -13.9%, 5.2%
49	Cc1ccc(CN2C(=O)C(Cc3ccccc3)Nc3ncnc(N4CCOCC4)c32)cc1 (configuration not stated)
    -8.2%, ?
50	O=C(NCc1ccccc1)c1cc(C2CCCCN2C(=O)c2ccccc2)on1 (configuration not stated)
    -4.3%, 10.6%
51	CC1(C(=O)NS(=O)(=O)c2ccccc2)CCN1C(=O)CC1CC1 (configuration not stated)
    -0.5%, -4.1%
52	CSc1ccc(CN2CCC2(C)C(=O)Nc2cccc(NS(C)(=O)=O)c2)cc1 (configuration not stated)
    -7.7%, 0.1%
53	CCOC(=O)C1=CC[C@@H](c2ccccc2)N(S(=O)(=O)c2ccc(C)cc2)[C@H]1c1cccc(OC)c1
    1.6%, -57.6%
54	O=C(Nc1c(Cl)cccc1Cl)Oc1cccc2cccnc12
    -2.9%, ?
55	CS(=O)(=O)Nc1cccc(NC(=O)C2Cc3c(-c4cccc(F)c4)ccnc3O2)c1 (configuration not stated)
    ?, -12.9%
56	Nc1ncnc2c1ncn2[C@@H]1O[C@H](C(=O)Nc2ccc(C(=O)N3CCCCC3)cc2)[C@@H](O)[C@H]1O
    -2.5%, -2.3%
57	COc1ccc(NC(=O)c2cc(-c3cc(Cl)ccc3C)n[nH]2)cc1OC
    -15.1%, -6.2%
58	Cc1ccc(OCCN2CCC2(C)C(=O)Nc2ccc3c(c2)OCO3)cc1 (configuration not stated)
    -4.9%, 12.6%
59	CCOc1ccc(-c2cnc3cccnn23)cc1
    2.0%, -6.8%
60	Cc1ccccc1S(=O)(=O)N1CCN(c2ccc3c(c2)C2CC3CCN2C(=O)OCc2ccccc2)CC1 (configuration not stated)
    -2.7%, -28.2%
61	CN(C)Cc1csc(NC(=O)Nc2ccccc2C(C)(C)C)n1
    -1.3%, 1.8%
62	Cc1ccc(CNc2nc(NCc3ccccc3)nc3ccsc23)c(C)c1
    -2.7%, ?
63	CC1(C(=O)Nc2ccccc2Cc2ccccc2)CCN1CCc1ccccc1 (configuration not stated)
    -13.9%, -19.7%
64	O=C(Nc1ccc(N2CCOCC2)cc1)c1csc([C@@H]2C[C@H](O)[C@@H](CO)O2)n1
    0.5%, -11.6%
65	Cc1cccc(CN2CCN(C3CN(Cc4ccccc4)S(=O)(=O)C3)CC2)c1 (configuration not stated)
    2.6%, 6.6%
66	CC(C)C1Cc2[nH]c(=S)[nH]c(=O)c2C(c2ccc(Cl)cc2)O1 (configuration not stated)
    -1.4%, 0.0%
67	CCc1ccc([C@H]2[C@@H]3C(=O)C[C@@H]4C(=O)N(CC)C(=O)[C@@H]4[C@@H]3CN2S(=O)(=O)c2ccc(C)cc2)cc1
    -3.2%, 9.5%
68	COCCCNC(=O)c1csc([C@@H]2O[C@H](CO)[C@H](O)[C@H](O)[C@H]2O)n1
    -0.2%, 15.9%
69	O=S1(=O)CC(N2CCC(Cc3ccccc3)CC2)CN1Cc1ccc(F)cc1 (configuration not stated)
    1.4%, ?
70	CCc1nc2ccc(C(=O)Nc3cccc(OCC(=O)N(C)C)c3)cn2c1N(C)Cc1ccc(N(C)C)cc1
    1.7%, -11.8%

Further entries follow:
Each structure is followed by: Vif-APOBEC3G blk, 12-LOX inh
71	Cc1ccc(S(=O)(=O)N2C[C@H]3C(=O)C[C@@H](c4ccccc4)N(S(=O)(=O)c4ccccc4)[C@H]3C[C@H]2c2ccccc2)cc1
    -0.9%, 14.5%
72	COc1cccc(NC(=O)Nc2nnc(COCCO)s2)c1
    -1.0%, -26.5%
73	Fc1cccc(-c2cncc(N3CCN(CCN4CCCC4)CC3)n2)c1
    -1.2%, ?
74	CCNC(=O)C1(C)CCN1C(=O)Cc1ccc(C(C)C)cc1 (configuration not stated)
    -4.1%, -1.7%
75	COc1ccc(-c2cc(NC(C)=O)c3ncc(-c4cccc(C(F)(F)F)c4)n3c2)c(OC)c1
    -8.7%, ?
76	O=C(c1ccco1)N1CCN(C2CN(CCc3ccccc3)S(=O)(=O)C2)CC1 (configuration not stated)
    1.4%, -16.5%
77	COc1cc(CNc2ncnc3c2ncn3[C@H]2CN(Cc3ccc(Cl)cc3)C[C@@H](CO)O2)cc(OC)c1OC
    -3.4%, -12.1%
78	OC[C@@H]1CN(Cc2ccc3c(c2)OCO3)C[C@H](n2cnc3c(NC4CC4)ncnc32)O1
    -3.8%, -13.1%
79	C(=C\c1ccccc1)/CN1CCN(C(c2cc3ccccc3o2)c2nnnn2C2CCCCC2)CC1 (configuration not stated)
    -1.7%, ?
80	COc1cc(OC)nc(Nc2nc(C(N)Cc3ccccc3)cs2)n1 (configuration not stated)
    -15.2%, -1.6%
81	O=C(Nc1cccc(F)c1)Nc1nnc([C@@H]2O[C@H](CO)[C@@H](O)[C@H]2O)s1
    -1.6%, -1.4%
82	COc1cc(OC)cc(-c2noc([C@@H]3O[C@H](CO)[C@H](O)[C@H](O)[C@H]3O)n2)c1
    -3.8%, -27.0%
83	Cc1c(C(=O)NCc2ccccc2)sc(=O)n1Cc1ccccc1F
    -4.3%, 4.6%
84	COc1cccc(CN2CCC2(C)C(=O)Nc2cccc3cccnc23)c1F (configuration not stated)
    ?, 20.0%
85	COc1ccc(-c2cc(NC=O)c3ncc(-c4cccc(C(=O)N(C)C)c4)n3c2)c(OC)c1
    ?, -16.3%
86	COCCNC(=O)C1CCCN(C(=O)c2sc(-c3ccccc3)nc2C)CC1 (configuration not stated)
    -4.6%, 11.1%
87	CC1=CC(=NOS(=O)(=O)c2ccc(C)cc2)CC(C)(C)C1
    -0.3%, ?
88	COC(=O)c1ccc2nc(-c3ccc(C#N)cc3)c(Cc3cccc(F)c3)n2c1
    -6.5%, -28.3%
89	COc1cc(Cl)ccc1OC1(C)CCN(Cc2cccc(OC)c2OC)C1 (configuration not stated)
    -1.0%, -6.7%
90	Fc1ccc(-c2nc3ccc(Br)cn3c2Cc2ccsc2)cc1
    -6.0%, -73.0%
91	Cc1cccc(C)c1NC(=O)C(c1ccccc1)N1CCN(c2ccc(F)cc2)CC1 (configuration not stated)
    -1.5%, -14.3%
92	Cc1nc(C(F)(F)F)ccc1C(=O)N1CCC1(C)C(=O)NS(=O)(=O)c1cccc(C#N)c1 (configuration not stated)
    -5.9%, -14.4%
93	NC(=Nc1c([N+](=O)[O-])cnc2ccccc12)N1CCOCC1
    -0.5%, 9.2%
94	CN1CCN(c2cc(-c3cccc(C(=O)O)c3)nc3ccnn23)CC1
    1.3%, ?

Some of the compounds tested; rates above refer to the full screens.
